M18AAP inhibitor – blocks P. falciparum M18 aspartyl aminopeptidase; recombinant PfM18AAP, H-Glu-NHMec fluorogenic cleavage; inhibition, % at 7.35 µM; 1.2% of 290,000 active; AID 1822;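 active = inhibition above the campaign mean inhibition over all tested compounds plus 3 SD, cut at about 28% in these data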;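 also: 0% = plate median of test compound wells and 100% = 2 mM ZnCl2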
PHOSPHO1 block – blocks human PHOSPHO1 phosphatase activity; AID 1565; Q8TCT1; recombinant PHOSPHO1, absorbance phosphatase assay; 1.1% of 290,000 active; inhibition, % at 13.3 µM; in the data active = inhibition above about 60%
Target sequence (Q8TCT1 whole entry, looked up): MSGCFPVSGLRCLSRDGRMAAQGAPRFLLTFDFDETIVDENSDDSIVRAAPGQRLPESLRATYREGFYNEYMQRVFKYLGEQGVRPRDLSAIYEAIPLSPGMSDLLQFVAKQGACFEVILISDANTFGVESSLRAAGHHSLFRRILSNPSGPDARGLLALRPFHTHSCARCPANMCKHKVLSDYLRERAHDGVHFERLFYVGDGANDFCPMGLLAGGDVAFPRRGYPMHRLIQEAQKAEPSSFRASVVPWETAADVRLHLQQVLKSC
GPR7 antagonist – blocks human GPR7 receptor signaling | 1.1% of 290,000 active | inhibition, % at 4.4 µM | GPR7-expressing cells, fluorescence antagonist assay | AID 1861; in the data active = inhibition above about 16%, passing the limit was not always enough;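 also: cells stimulated with the agonist NPW; 0% = agonist with vehicle and 100% = vehicle without agonist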
Target sequence (P48145 whole entry, looked up): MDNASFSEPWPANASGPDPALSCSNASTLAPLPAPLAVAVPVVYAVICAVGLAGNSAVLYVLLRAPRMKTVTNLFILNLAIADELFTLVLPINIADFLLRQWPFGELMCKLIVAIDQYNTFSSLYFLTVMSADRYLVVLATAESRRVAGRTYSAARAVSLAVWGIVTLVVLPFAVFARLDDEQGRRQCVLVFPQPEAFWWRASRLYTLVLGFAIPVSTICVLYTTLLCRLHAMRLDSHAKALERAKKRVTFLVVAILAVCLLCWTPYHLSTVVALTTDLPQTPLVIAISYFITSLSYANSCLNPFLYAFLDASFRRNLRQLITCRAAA
MEKK2 WT-MEK5 – raises or lowers MEK5 binding to wildtype human MEKK2 PB1 domain | 1.1% of 290,000 active | bead flow cytometry, Alexa488-MEK5 binding to MEKK2 WT; actives lie on both sides | AID 1531 | binding response (% of control), % at 10 µM | Q9Y2U5; in the data active = binding response below about 67% or above about 130%
NALP1 yeast inh – blocks the NALP1 inflammasome reconstituted in yeast | S. cerevisiae NALP1/ASC/caspase-1 growth, X-gal OD620, 72 h | 0.61% of 280,000 active | inhibition, % at 10 µM; in the data active = inhibition mostly above about 24%, no sharp cut-off; inactive = mostly below about 32%; also: some compounds called inactive have numbers as strong as hits
OXTR ag – agonists of human oxytocin receptor | P30559 | CHO-OTR cells, Fluo-8 calcium fluorescence; normalized: DMSO 0%, oxytocin 100% | activation, % at 3 µM | 0.32% of 320,000 active | AID 2435;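 active = activation above the mean of all tested compounds plus 3 SD, cutoff set per screening run, cut at about 20% in these data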;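 also: peak over basal fluorescence ratio from a 100 s FLIPR kinetic read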
Target sequence (P30559 whole entry, looked up): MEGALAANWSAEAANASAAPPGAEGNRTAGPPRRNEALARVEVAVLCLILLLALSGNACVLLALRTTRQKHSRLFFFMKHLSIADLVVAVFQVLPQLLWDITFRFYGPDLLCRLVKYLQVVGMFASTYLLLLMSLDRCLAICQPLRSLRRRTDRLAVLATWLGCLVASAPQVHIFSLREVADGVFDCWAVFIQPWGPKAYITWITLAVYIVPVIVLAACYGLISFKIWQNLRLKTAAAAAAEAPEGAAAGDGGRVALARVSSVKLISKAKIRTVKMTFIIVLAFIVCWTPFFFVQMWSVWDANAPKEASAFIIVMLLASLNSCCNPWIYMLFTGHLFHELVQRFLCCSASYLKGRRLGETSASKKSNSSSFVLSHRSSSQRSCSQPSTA
MEKK2mut PB1 HTS – signal of MEK5 binding to mutant human MEKK2 PB1 domain. bead flow cytometry, Alexa488-MEK5 binding to MEKK2 mutant. percent response, % at 10 µM. 0.35% of 290,000 active; in the data active = percent response above about 24%, passing the limit was not always enough; also: inactives centre near 1; some results filed as inactive read as strong as hits; reference of the scale not given here
FID counter – fluorescent intercalator displacement, NS3 helicase counter-screen | inhibition, % at 7.9 µM | DNA fluorescent intercalator displacement, fluorescence | AID 1845 | 0.17% of 290,000 active; in the data active = inhibition above about 37%;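 also: 0% = vehicle and 100% = reference compound; higher means more ethidium bromide displaced from hairpin DNA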
MEKK3 PB1 HTS – modulators (inhibitors or enhancers) of MEK5 binding to human MEKK3 PB1 domain | bead-based flow cytometry, Alexa488-MEK5 binding to MEKK3; actives lie on both sides; 0 = blocked by unlabeled MEK5, 100 = vehicle | binding response (% of control), % at 10 µM | 1.4% of 290,000 active | AID 1529;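 active = binding response more than 3 SD above or below the average of its plate-row segment, actives on both sides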;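 also: Alexa488 bead fluorescence after subtracting the streptavidin-only scavenger bead signal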
Active calls of the source: *; · = not tested or not shown.

SMILES	M18AAP inhibitor	PHOSPHO1 block	GPR7 antagonist	MEKK2 WT-MEK5	NALP1 yeast inh	OXTR ag	MEKK2mut PB1 HTS	FID counter	MEKK3 PB1 HTS
NC(=NCCc1ccccc1)NS(=O)(=O)c1ccccc1F	-2	15	-5	107	12	-0.2	2	-6	103
CS(=O)(=O)N1CC(C(=O)NN)Oc2ccc(Cl)cc21 (configuration not stated)	3	14	-6	102	5	-0.3	-3	0	104
COc1ccc(C(=O)c2nc3c(n2O)CCCC3)cc1OC	-5	18	-5	105	-4	1.5	4	0	102
COCCc1ncc(CN2CCCC(C(=O)Nc3cccc(-c4cccc(C)c4)c3)C2)cn1 (configuration not stated)	-6	31	-1	98	24	2.7	-6	-17	90
COCc1nnc(NC(=O)c2ccc(NC(C)=O)cc2)s1	1	17	-4	96	25	-1.1	4	1	109
O=C(N/C(=C/c1ccc([N+](=O)[O-])cc1)C(=O)N1CCOCC1)c1ccco1	5	-2	4	99	-13	0.5	2	-5	97
CCOc1cc(/C=C2\CCn3c2nc2cc(Cl)ccc2c3=O)ccc1O	4	2	-1	94	0	-0.7	-7	-20	97
O=C(NCC1CC1)c1onc(CSc2nc3ccccc3[nH]2)c1C(=O)NCC1CC1	-6	20	-2	97	20	-1.0	-5	-25	103
CC(=O)N1CCSc2ccc(S(=O)(=O)Nc3ccccc3C)cc21	3	12	-7	106	15	5.0	10	-24	108
O=C(NCc1ccccc1Cl)c1ccc2c(=O)n(CCCN3CCCC3=O)c(=S)[nH]c2c1	4	-106	-3	97	10	1.3	4	-3	105
CCC(OC(=O)CN1C(=O)c2ccccc2C1=O)C(=O)NC1CCCC1 (configuration not stated)	0	11	-2	106	12	0.3	5	-13	103
CCc1nnc(NC(=O)CSc2nnc(-c3c[nH]c4ccccc34)n2C)s1	-5	49	-8	115	6	-1.5	9	-20	110
O=C(COC(=O)CCc1nc2ccccc2n1-c1ccccc1)Nc1ccc(N2CCCCC2)cc1	0	-10	-4	78	31	-1.7	3	0	94
Cc1onc(-c2c(Cl)cccc2Cl)c1C(=O)NCCN1CCOCC1	8	-1	4	103	6	-0.1	10	4	100
CCOC(=O)CN1C(=O)C(O)=C(C(C)=O)C1c1ccccc1 (configuration not stated)	7	19	0	107	-1	1.0	12	-1	108
Clc1cccc(OCc2nc(-c3ccncc3)no2)c1	-2	42	-18	109	20	-0.3	5	-10	107
CC(C)N(Cc1nccn1C)C(=O)CC1C(=O)NCCN1Cc1ccccc1C(F)(F)F (configuration not stated)	-4	28	-7	102	11	-0.6	-2	-7	82
O=S(=O)(c1ccc2[nH]ccc2c1)N1CCCCCC1	0	48	-2	96	-5	1.0	0	-6	99
COc1ccc(C(C)NC(=S)NC2CCCCC2)cc1OC (configuration not stated)	2	9	-6	101	-4	-0.2	6	-16	100
COc1cc(Cl)c(C)cc1NC(=O)COC(=O)C(NS(=O)(=O)c1ccc(Cl)cc1)C(C)O (configuration not stated)	1	-16	-5	94	29	2.5	-1	-9	93
Cc1sc2ncnc(NCC3CCCO3)c2c1C (configuration not stated)	4	60*	7	105	4	8.5	4	-5	103
Cc1cccc(N2C(=O)CC(Sc3nc(-c4ccccc4)c4cc(Cl)ccc4n3)C2=O)c1 (configuration not stated)	-3	3	-6	93	3	0.1	-5	4	103
CC(C)c1ccc(OCC(=O)NC2=NCCS2)cc1	0	14	4	102	9	0.8	2	-4	101
N#Cc1c(C(F)(F)F)cc(-c2ccc(Cl)cc2)nc1SCC(=O)O	2	29	-6	94	8	-0.3	-7	-23	98
Cc1cc2cc(CN(C(=O)C3CC3)C3CCCC3)c3nnnn3c2cc1C	-2	-9	-4	101	16	-0.9	1	-6	99
COc1ccccc1NNC(=O)C(O)(c1ccccc1OC)c1ccccc1OC	-11	-18	-6	97	16	0.2	-2	-12	103
O=C(NCCNC(=O)c1cccc(O)c1)c1cccc(O)c1	-4	0	-17	109	13	-0.2	6	0	104
Cc1cc(C)c(C)c(OCC(=O)NCC2CCCO2)c1 (configuration not stated)	0	-10	11	97	36	-1.8	-3	-6	96
Cc1ccc(-n2c(=O)c3ccccc3n(CC(=O)NCc3ccco3)c2=O)cc1	0	-25	3	102	-11	-1.4	-3	-11	110
O=C(O)COCC(=O)NCc1csc2ccccc12	2	41	-7	125	-2	0.1	22	1	124
Cc1cccc(NC(=O)CN2CCN(CC(=O)Nc3ccc(-c4ccccc4)cc3)CC2)c1C	10	15	-10	100	8	1.2	-1	-33	102
O=C(NCc1ccc2c(c1)OCO2)c1ccc2c(c1)C(=O)N(Cc1cccnc1)C2=O	6	2	-2	107	6	-0.6	5	-13	106
CCCOc1ccc(C(=O)Nc2ccc3c(c2)OCO3)cc1	-2	56	-16	109	-3	-0.7	11	-10	111
C=CCc1cccc(/C=N/c2ncccc2O)c1O	12	20	-11	106	-7	0.8	6	2	106
O=C(Nc1ccncc1)c1ccc(Cl)c([N+](=O)[O-])c1	0	14	2	103	14	1.5	3	3	99
CN1CCCC(CC2Oc3ccccc3Sc3ccccc32)C1 (configuration not stated)	6	0	12	120	37	6.9	0	22	120
CC(=O)c1cccc(NC(=O)C(=O)Nc2cccc3ccccc23)c1	5	24	-2	94	-3	0.7	-5	-1	106
CCCn1c(=O)c(C(=O)NCc2ccc3c(c2)OCO3)c(O)c2ccccc21	3	-12	-25	100	3	·	2	-9	102
Cc1ccc(N2CC(C(=O)NCc3ccco3)CC2=O)cc1Cl (configuration not stated)	9	10	-2	104	3	-1.3	8	-29	104
CN(C)S(=O)(=O)c1cccc(NC(=O)COC(=O)COc2ccccc2[N+](=O)[O-])c1	-4	2	-11	103	-8	1.8	0	0	107

Taken from the entries so far for reference:
SMILES	M18AAP inhibitor	PHOSPHO1 block	GPR7 antagonist	MEKK2 WT-MEK5	NALP1 yeast inh	OXTR ag	MEKK2mut PB1 HTS	FID counter	MEKK3 PB1 HTS
C=CCc1cccc(/C=N/c2ncccc2O)c1O	12	20	-11	106	-7	0.8	6	2	106
O=C(Nc1ccncc1)c1ccc(Cl)c([N+](=O)[O-])c1	0	14	2	103	14	1.5	3	3	99

With a hit mark in PHOSPHO1 block, of those listed so far:
Molecule	M18AAP inhibitor	PHOSPHO1 block	GPR7 antagonist	MEKK2 WT-MEK5	NALP1 yeast inh	MEKK2mut PB1 HTS	MEKK3 PB1 HTS
Cc1sc2ncnc(NCC3CCCO3)c2c1C (configuration not stated)	4	60*	7	105	4	4	103

Complete entries from above. Order of values: M18AAP inhibitor	PHOSPHO1 block	GPR7 antagonist	MEKK2 WT-MEK5	NALP1 yeast inh	OXTR ag	MEKK2mut PB1 HTS	FID counter	MEKK3 PB1 HTS
Profile of O=C(Nc1ccncc1)c1ccc(Cl)c([N+](=O)[O-])c1 → 0	14	2	103	14	1.5	3	3	99
Profile of O=C(O)COCC(=O)NCc1csc2ccccc12 → 2	41	-7	125	-2	0.1	22	1	124
Profile of CN1CCCC(CC2Oc3ccccc3Sc3ccccc32)C1 (configuration not stated) → 6	0	12	120	37	6.9	0	22	120

Additional structures:
SMILES	M18AAP inhibitor	PHOSPHO1 block	GPR7 antagonist	MEKK2 WT-MEK5	NALP1 yeast inh	OXTR ag	MEKK2mut PB1 HTS	FID counter	MEKK3 PB1 HTS
O=C(Cc1ccccc1)Nc1nccs1	-7	·	2	100	13	-0.3	3	-4	101
COc1cc2ccccc2cc1C(=O)N(CCN(C)C)c1nc2ccc(C)cc2s1	-1	18	16	135*	26	2.1	9	14	100
CC(=O)NC(=O)c1cnn(-c2ccccc2)c1N	3	10	-15	97	0	-0.5	0	1	99
O=S(=O)(NCc1cn2ccccc2n1)c1ccccc1F	1	33	-13	98	·	0.1	1	-1	95
C=CCn1c(=O)[nH]c2cc(C(=O)N3CCN(c4ccc(C(C)=O)cc4)CC3)ccc2c1=O	13	16	2	·	-16	3.6	·	-33	·
COc1ccc(-c2nnc(SCC(=O)N3CCCCC3)o2)c(OC)c1	-5	2	-2	93	18	1.0	-1	-20	93
Cc1cc(Oc2ccc(=O)n(C)n2)nc(SCC(N)=O)n1	-1	32	-10	95	6	0.3	-4	-3	95
Cc1ccc(/C=N/NC(=O)CC(=O)NCc2cccnc2)cc1	-3	0	2	101	16	-0.7	-2	-3	100
Cc1nn2c(N3CCOCC3)cc(C(C)C)nc2c1-c1ccccc1	-5	28	0	104	6	-1.9	10	-36	104
COc1ccc(C(=O)C[n+]2ccc3c(c2)nnn3-c2ccccc2)cc1	-1	-17	-6	113	4	0.1	7	-2	100
CC(C)(C)OC(=O)N1CCN(c2ccc(NC(=O)c3ccco3)cc2)CC1	4	27	-3	97	18	·	5	-33	101
COc1ccc(/C=N/NC(=O)c2cccnc2)cc1CSc1ccccn1	-8	20	13	100	24	-1.3	-2	-32	100
Cc1nc2c(-c3ccccc3)c(C)nn2c(C)c1CCC(=O)NCc1ccco1	-10	0	0	107	·	-1.6	14	-19	106
O=[N+]([O-])c1cncc([N+](=O)[O-])c1Nc1ccccc1Cl	2	-25	-13	101	-2	-1.6	2	6	95
CCCc1nn(C)c(C(N)=O)c1[N+](=O)[O-]	4	-5	-4	82	2	-0.1	-12	-2	94
O=C(O)CC(C(=O)OCC1CCCO1)N1CCOCC1 (configuration not stated)	-3	8	2	104	-4	0.5	0	3	100
Cn1c(SCC(=O)NC2CCCC2)nc2cccnc21	-2	-6	-7	102	-3	0.0	3	-1	99
O=C1NCCCC1C(=O)N/N=C/c1cccc(O)c1 (configuration not stated)	-2	16	-6	96	20	-0.3	-2	-3	93
COc1cc(C2c3c(oc4ccccc4c3=O)C(=O)N2Cc2cccnc2)cc(OC)c1OC (configuration not stated)	-1	-8	-7	112	29	·	14	-6	112
COC(=O)C1=C(C(=O)OC)[C@@H]2N(C)c3ccccc3[C@@]23C[C@@H](C(=O)OC)N(C(=O)c2cc(C)oc2C)C3=N1	·	26	·	119	·	-0.7	2	·	113
CC(C)(C)NC(=O)CSc1nc(N)cc(=O)[nH]1	-4	12	10	96	8	0.2	5	-3	103
COc1cc([N+](=O)[O-])cc2sc(NC(C)=O)nc12	-1	35	-15	102	·	0.1	-1	6	108
Cc1ccc2c(c1)c1c(c(=O)n(-c3ccccc3C)c(=O)n1CC(=O)NCC1CCCO1)n2C (configuration not stated)	10	12	-10	98	10	-1.1	0	-30	103
O=C(c1ccc(Cl)c([N+](=O)[O-])c1)N1CCN(Cc2ccc3c(c2)OCO3)CC1	1	37	-6	102	1	0.8	-1	-4	99
N#CC1=C2N=C(N)c3c(sc4c3CCCCC4)N2C2=C(C(=O)CCC2)C1c1ccccc1 (configuration not stated)	2	70*	0	90	-20	-1.2	3	-7	101
Cc1ccc2[nH]c3c(=O)n4c(nc3c2c1)SCC4	-3	8	8	89	11	-1.5	-12	0	88
Cc1nn(C)c(Cl)c1S(=O)(=O)N[C@@H](c1ccccc1)[C@]1(C)C[C@H]1[C@@H](C)C(=O)Nc1ccc2ccccc2c1	-5	-4	1	99	9	-0.9	5	-28	93
O=C(NN1C(=O)/C(=C/c2ccc(O)cc2)SC1=S)c1cccc(O)c1	15	30	14	100	5	18	16	32	106
CC1CCCCC1NC(=O)CSc1nnc(CN2CCOCC2)n1C (configuration not stated)	-9	-10	-5	103	38	0.0	-2	0	99
CC(C)OP(=O)(OC(C)C)C(NC(=O)c1ccc(Br)cc1)c1ccccc1 (configuration not stated)	0	42	-10	98	-8	-2.1	1	-34	101
COc1ccccc1NC(=O)CCC(=O)Nc1cc(OC)c(NC(=O)c2cccs2)cc1OC	6	24	-11	96	11	0.7	-6	-35	99
Cn1cccc1C1C(C#N)=C(N)OC2=C1C(=O)CCC2 (configuration not stated)	28*	24	10	88	16	0.0	-3	-3	89
Cc1cccc2cc(CN(Cc3ccc(F)cc3)C(=O)N3CCOCC3)c(=O)[nH]c12	0	-7	1	92	1	5.7	-3	-12	83
CCc1cccc(CC)c1NC(=O)c1cccc(N)c1	18	25	1	106	15	-0.4	5	-5	103

From PubChem BioAssay
